Compound activity: PubChem, several laboratories
GSK3 alpha inh: inhibitors of human GSK-3 alpha kinase; P49840; ADP-Glo luminescence, 60 min; inhibition, % at 10 µM; hit rate 0.1% among 320,000;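 in the data active means inhibition above about 50%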;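 further: GST-tagged GSK-3 alpha with peptide substrate and 25 µM ATP; 0% = DMSO neutral wells and 100% = GW8510 positive control wells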
Target sequence (P49840 whole entry, looked up): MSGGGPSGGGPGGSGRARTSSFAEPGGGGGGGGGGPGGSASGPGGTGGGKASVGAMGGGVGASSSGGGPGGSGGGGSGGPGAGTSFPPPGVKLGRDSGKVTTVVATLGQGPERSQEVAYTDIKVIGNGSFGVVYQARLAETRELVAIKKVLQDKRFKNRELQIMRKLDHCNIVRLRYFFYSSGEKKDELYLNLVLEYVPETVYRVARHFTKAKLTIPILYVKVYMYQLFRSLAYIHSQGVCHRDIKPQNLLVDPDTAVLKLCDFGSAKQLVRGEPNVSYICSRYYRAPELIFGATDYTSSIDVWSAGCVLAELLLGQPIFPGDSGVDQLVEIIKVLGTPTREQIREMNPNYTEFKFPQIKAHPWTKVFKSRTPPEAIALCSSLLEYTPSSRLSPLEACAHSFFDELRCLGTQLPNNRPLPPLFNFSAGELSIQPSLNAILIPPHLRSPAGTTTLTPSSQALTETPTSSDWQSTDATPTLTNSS
HSF-1 act: increases HSF-1 driven luciferase reporter signal; NIH3T3-HGL HSF-1 luciferase reporter, MG132, 8 h; 100% = twice DMSO control signal; activation, % at 9 µM; hit rate 1.7% among 300,000; AID 504408;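 active means mean replicate activation of at least 50% with a set share of replicates each reaching 50%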;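 further: 0% = median of the neutral control wells and 100% = twice that signal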
HIF activator: HIF pathway transcriptional activation | U2OS HRE-luciferase reporter, luminescence; normalized: DMSO 0%, desferrioxamine 100% | activation, % at 7.5 µM (by protocol) | hit rate 0.32% among 300,000 | AID 1910;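 active means mean activation of at least 10% of the iron chelator positive control signal, with at least half of replicates also reaching 10%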
HSF1 inh: HSF1 inhibition; activity change, negative = inhibition, % at 7.5 µM (by protocol); NIH3T3-HGL HSE-luciferase, MG132-induced, luminescence 8 h; active compounds read low; hit rate 0.77% among 300,000;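 active means more than half of replicate wells show activity change below -50%, luminescence cut by over half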;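 further: luciferase reports HSF-1 transcriptional activity via heat shock element; 0% = median of DMSO wells and -100% = zero luminescence signal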
IEC-6 tox: counter-screen for KLF5 inhibitors: cytotoxicity in IEC-6 cells; IEC-6 cytotoxicity, luminescence viability; inhibition, % at 5 µM; hit rate 0.78% among 290,000; in the data active means inhibition above about 22%;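 further: 0% = plate median of test compound wells and 100% = cytotoxic reference compound wells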
aSyn UTR inh: MLPCN primary screen, SNCA 5' untranslated region | hit rate 0.82% among 300,000 | inhibition, % (tested at 7.5 µM) | alpha-synuclein 5'UTR reporter, inhibitor activity | AID 1813; in the data active means inhibition above about 60%;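 further: H4 neuroglioblastoma cells stably carrying SNCA 5'UTR luciferase fusion; 0% = DMSO wells and 100% = positive control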
GSK3B inh: human GSK3beta kinase inhibition | GST-GSK3beta kinase, ADP-Glo luminescence, 60 min; active compounds read low | activity score (negative = inhibition), % at 10 µM | hit rate 0.038% among 300,000 | AID 2097;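 active means more than half of replicate wells score below -50%, meaning over 50% inhibition versus plate controls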;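 further: 0% = median DMSO wells and -100% = median GW8510 positive control wells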
Target sequence (P49841 whole entry, looked up): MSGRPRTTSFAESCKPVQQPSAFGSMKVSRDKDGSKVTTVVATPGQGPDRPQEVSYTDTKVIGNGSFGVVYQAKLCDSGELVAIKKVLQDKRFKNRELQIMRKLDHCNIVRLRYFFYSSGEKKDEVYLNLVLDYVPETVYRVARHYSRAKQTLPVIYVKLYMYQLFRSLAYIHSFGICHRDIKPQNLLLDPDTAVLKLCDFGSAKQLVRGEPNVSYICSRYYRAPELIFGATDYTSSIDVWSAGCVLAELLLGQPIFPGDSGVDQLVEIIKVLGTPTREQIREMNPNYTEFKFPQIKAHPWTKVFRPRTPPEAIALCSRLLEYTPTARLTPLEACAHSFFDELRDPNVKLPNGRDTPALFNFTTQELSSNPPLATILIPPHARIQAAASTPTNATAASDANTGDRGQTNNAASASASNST
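Assay system: GST-tagged human GSK3beta kinase, cell-free; Input: 1.6 ng GSK3beta; Medium: Tris/MgCl2 kinase buffer; Timing: 60 min enzyme reaction, room temperature; Signal: ADP-Glo luminescence quantifying ADP generated by kinase; Evaluation: score relative to plate controls; Benchmarks: DMSO neutral wells and GW8510 at 20 µM as positive.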
KLF5 inhibitor: kruppel-like factor 5 inhibition; DLD-1 KLF5 promoter-luciferase reporter, luminescence; inhibition, % at 5 µM; hit rate 0.23% among 290,000;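 active means inhibition above a per-plate limit of that plate's mean compound inhibition plus 3 SD, cut at about 60% in these data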;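 further: 0% = DMSO wells and 100% = LY294002 at 200 µM; higher means less KLF5 promoter-driven luciferase light; inactives centre near -14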
AI-2 QS modul: Vibrio harveyi AI-2 quorum sensing modulation; Vibrio harveyi JMH597 AI-2 luminescence/OD600 ratio, 9 h; active compounds read low; strain lacks LuxN and CqsS sensors; 0 = neutral-control median; activity change, % at 7.5 µM; hit rate 0.4% among 300,000; AID 2094; in the data active means activity change below about -75%, passing the limit was not always enough;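 further: luminescence divided by OD600 gain over 9 h not by final OD600 alone; inactives centre near 13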
HSP90 inh: blocks HSP90-mediated luciferase refolding in reticulocyte lysate; hit rate 0.91% among 290,000; AID 1789; inhibition, % at 5.6 µM; Rabbit reticulocyte lysate, luciferase refolding luminescence, 3 h;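 active means inhibition above the screen-wide mean plus 3 SD, computed separately per campaign, cut at about 16% in these data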;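 further: 0% = DMSO wells and 100% = 60 µM geldanamycin wells; inhibitors lower the luminescence because luciferase stays unfolded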
* hit, by the source's call; . = no result given. Compounds as they come; 4.7% or so of the library scored in one or more.

1: CCOc1cc(CN2CCCC(CNC(=O)c3ccc(F)cc3)C2)ccc1OC (stereo unspecified)
2: CCOC(=O)C1CCN(C(=S)Nc2cc(OC)c(OC)cc2C(=O)OC)CC1
3: O=C(c1ccco1)n1nc(NCc2ccccc2)nc1NCc1ccccc1
4: O=C(COc1ccc([N+](=O)[O-])cc1)Nc1ccc(NC(=O)c2ccccc2)cc1
5: C=CCN1N=C(c2ccc(NC(=O)c3ccccc3)cc2)CSC1=O
6: CC(OC(=O)c1cc(Br)ccc1O)C(=O)Nc1ccc(S(=O)(=O)N2CCCC2)cc1 (stereo unspecified)
7: Cc1ccc(NC(=S)NCc2ccc3c(c2)cc(C)n3C)c(C)c1
8: CN(c1cccc(NC(=O)c2ccc(CN3CCc4ccccc4C3)cc2)c1)S(C)(=O)=O
screen / no.	1	2	3	4	5	6	7	8
IEC-6 tox	-1	-4	2	-2	-2	.	-7	2
HSF-1 act	4	10	3	0	9	-2	6	21
KLF5 inhibitor	5	-24	-23	-44	-57	.	-10	-30
AI-2 QS modul	6	1	3	20	12	.	1	33
HSF1 inh	-3	2	-5	-7	-8	0	-2	-5
HSP90 inh	6	1	5	5	-11	.	0	2
GSK3B inh	-2	1	-3	1	3	.	-3	-3
aSyn UTR inh	4	1	-7	3	20	-9	4	8
HIF activator	0.7	0.4	-0.1	-0.2	-1.6	0.3	-0.2	-8.2
GSK3 alpha inh	-1	.	-3	0	-2	1	-2	-1

9: NS(=O)(=O)c1ccc(NC(=S)NCc2ccccc2)cc1
10: COc1ccccc1C(=O)NNC(=O)c1nn(Cc2ccccc2)c(=O)c2ccccc12
11: O=C(CS(=O)(=O)c1ccccc1)Nc1ccc(S(=O)(=O)Nc2ccccn2)cc1
12: COc1ccc(NS(=O)(=O)c2ccc(-c3coc(C)n3)cc2)cc1OC
13: Cc1ccc(NC(=O)C(=O)c2cn(CC(=O)N3CCCCC3)c3ccccc23)cc1
14: Cc1cc(C(=O)N2CCN(c3ccccn3)CC2)no1
15: COc1ccc(Oc2nnnn2-c2ccccc2)cc1
16: CCCCCCN(C(=O)CCCCCN1C(=O)NC(c2cccc([N+](=O)[O-])c2)C(C(=O)OCc2ccccc2)=C1C)C(C(=O)NCCCC)c1ccc(OCC(=O)OC)c(C(=O)OC)c1 (stereo unspecified)
screen / no.	9	10	11	12	13	14	15	16
IEC-6 tox	3	-2	-2	21	2	-3	0	.
HSF-1 act	16	13	5	4	-3	-2	3	0
KLF5 inhibitor	-27	-11	-26	0	-36	-1	-65	.
AI-2 QS modul	11	34	33	15	24	12	5	24
HSF1 inh	-2	-3	-2	6	3	-4	18	3
HSP90 inh	0	-2	-1	-4	7	3	-2	.
GSK3B inh	-6	1	-1	-2	0	3	-2	2
aSyn UTR inh	-8	-48	-12	4	-47	13	-87	-7
HIF activator	-0.4	0.0	-0.8	0.4	0.6	-0.5	0.5	-0.5
GSK3 alpha inh	0	-3	-2	1	-4	-2	-4	-2

17: CCN(CC(=O)NCc1cccs1)C(=O)CCC(=O)c1ccc(F)cc1
18: Cc1cccc(NC(=O)c2ccc(C3SCC(=O)N3CCc3ccccc3)cc2)c1C (stereo unspecified)
19: COC(=O)c1ccccc1NC(NC(=O)c1ccco1)C(=O)c1ccccc1 (stereo unspecified)
20: CC(=O)c1cc(C#N)c(SCC(=O)O)nc1C
21: CCOC(=O)C1CCN(C(=O)CNC(=O)OC(C)(C)C)CC1
22: CCCCCC(O)(CCN1CCCCC1)c1ccccc1 (stereo unspecified)
23: Cc1ccc(N(C(=O)c2csnn2)C(C(=O)NCc2ccccc2)c2ccccn2)cc1 (stereo unspecified)
24: Cc1ccc(C(=O)OC(C)C(=O)NC2CCCCC2C)cc1S(=O)(=O)N1CCCCC1 (stereo unspecified)
screen / no.	17	18	19	20	21	22	23	24
IEC-6 tox	.	3	-4	0	-2	-9	11	-4
HSF-1 act	-1	14	12	4	3	-7	40	8
KLF5 inhibitor	.	-78	-15	-4	-15	-33	16	-24
AI-2 QS modul	29	26	-10	19	18	13	-17	4
HSF1 inh	-4	15	-10	-6	-1	-3	29	3
HSP90 inh	.	7	6	0	0	-3	-4	-2
GSK3B inh	1	1	2	0	5	0	1	1
aSyn UTR inh	0	11	-36	-10	2	-5	9	-2
HIF activator	-0.1	-0.1	0.2	-0.3	-0.3	1.0	1.1	-0.3
GSK3 alpha inh	0	1	-5	-1	9	0	-4	4

Given with two lines to a compound: entries from further up.
Values in the order – IEC-6 tox	HSF-1 act	KLF5 inhibitor	AI-2 QS modul	HSF1 inh	HSP90 inh	GSK3B inh	aSyn UTR inh	HIF activator	GSK3 alpha inh
#14 Cc1cc(C(=O)N2CCN(c3ccccn3)CC2)no1
  -3	-2	-1	12	-4	3	3	13	-0.5	-2
#15 COc1ccc(Oc2nnnn2-c2ccccc2)cc1
  0	3	-65	5	18	-2	-2	-87	0.5	-4
#16 CCCCCCN(C(=O)CCCCCN1C(=O)NC(c2cccc([N+](=O)[O-])c2)C(C(=O)OCc2ccccc2)=C1C)C(C(=O)NCCCC)c1ccc(OCC(=O)OC)c(C(=O)OC)c1 (stereo unspecified)
  .	0	.	24	3	.	2	-7	-0.5	-2
#17 CCN(CC(=O)NCc1cccs1)C(=O)CCC(=O)c1ccc(F)cc1
  .	-1	.	29	-4	.	1	0	-0.1	0
#18 Cc1cccc(NC(=O)c2ccc(C3SCC(=O)N3CCc3ccccc3)cc2)c1C (stereo unspecified)
  3	14	-78	26	15	7	1	11	-0.1	1
#19 COC(=O)c1ccccc1NC(NC(=O)c1ccco1)C(=O)c1ccccc1 (stereo unspecified)
  -4	12	-15	-10	-10	6	2	-36	0.2	-5
#20 CC(=O)c1cc(C#N)c(SCC(=O)O)nc1C
  0	4	-4	19	-6	0	0	-10	-0.3	-1
#21 CCOC(=O)C1CCN(C(=O)CNC(=O)OC(C)(C)C)CC1
  -2	3	-15	18	-1	0	5	2	-0.3	9

(cont.)
25: CCC(=O)N/C=C/n1cnc2cc(C(F)(F)F)ccc21
26: COC(=O)c1ccc(NC(=O)CN2CCN(S(=O)(=O)c3cc(Cl)ccc3OC)CC2)cc1
27: Cc1cccc2nc(-c3ccco3)oc(=O)c12
28: COC(=O)c1c(C(=O)OC)n(CCCN)c2ccc(C)cc12
29: CCN(C(=O)CSc1nc2cc(C(=O)OC)ccc2c(=O)n1Cc1ccco1)c1cccc(C)c1
30: CN1CCC2(CC1)N=C(c1ccc(F)cc1)C(=S)N2C(=O)c1ccc(C(C)(C)C)cc1
31: Cc1nc(C)n(CC(=O)c2ccc(Cl)cc2Cl)n1
32: O=C1N(Cc2ccccc2)CCCC12CCCN(Cc1ccccc1)C2=O
screen / no.	25	26	27	28	29	30	31	32
IEC-6 tox	-1	0	0	-2	-3	3	5	-1
HSF-1 act	17	-12	-3	.	143*	38	5	-3
KLF5 inhibitor	-32	-12	-15	14	-19	1	1	-15
AI-2 QS modul	10	9	41	11	26	38	11	7
HSF1 inh	5	-5	-2	.	101	15	6	-9
HSP90 inh	-1	4	4	-3	2	1	5	-1
GSK3B inh	-1	4	-1	-1	0	-1	-2	2
aSyn UTR inh	3	-9	5	1	10	10	9	24
HIF activator	-0.3	-0.3	0.0	-0.1	-0.1	191*	0.1	0.0
GSK3 alpha inh	-1	-1	0	1	-2	-1	-1	1

33: O=C(Nc1cccc(O)c1)c1cc(-c2ccco2)on1
34: COc1ccccc1-n1c(SC)nc2c(sc(=S)n2-c2ccccc2)c1=O
35: CCCCNC(=S)N(C)/N=C/c1ccc(F)cc1
36: O=C(c1ccc(Cl)cc1)N1CCC(O)(CSc2ccc(Cl)cc2Cl)CC1
37: CCNc1nc(NC(C)C)nc(N(C#N)CCOc2ccccc2)n1
38: O=C(NCCn1ccc2ccccc21)c1ccc(S(=O)(=O)N2CCOCC2)cc1
39: CC(C)(C)c1ccc(C(=O)NCCCNC(=O)c2ccco2)cc1
40: Cc1ccc(-c2nnc(SCC(=O)N/N=C/c3c(C)nn(-c4ccccc4)c3C)n2-c2ccccc2)cc1
screen / no.	33	34	35	36	37	38	39	40
IEC-6 tox	-3	-9	-1	-5	0	.	10	-4
HSF-1 act	-3	-1	-11	15	15	12	-2	18
KLF5 inhibitor	-5	-24	-45	34	-28	.	-7	-9
AI-2 QS modul	0	19	-12	-4	4	12	22	9
HSF1 inh	13	-6	-2	5	7	-3	1	7
HSP90 inh	17*	-4	-4	-1	-4	.	6	-1
GSK3B inh	-3	-1	-9	2	2	1	-3	2
aSyn UTR inh	-10	7	-1	30	35	3	10	6
HIF activator	1.5	-7.8	0.0	-0.4	0.1	0.7	-0.2	-0.3
GSK3 alpha inh	-2	.	-2	-5	-2	-2	-2	-1

41: COc1ccc(OC)c(NC(=O)Cn2c(CCC(=O)O)ccc2-c2cccs2)c1
42: CCCCOC(=O)C1=C(C)Nc2ncnn2C1c1cc(OC)ccc1OC (stereo unspecified)
43: CC1CC(C)CN(C(=O)C2CCCN(c3ncnc4c3nc3n4CCCCC3)C2)C1 (stereo unspecified)
44: CCOC(=O)c1ccccc1NC(=O)CN(c1ccccc1OCC)S(C)(=O)=O
45: CCC(=O)Nc1ccc(C(=O)CN2CCC(C)CC2)cc1
46: COc1ccc2cc(C(=O)C3CCCN(C(=O)c4cnn(C(C)C)c4)C3)ccc2c1 (stereo unspecified)
47: CN(C)C(=O)CSc1nc2ccccc2n1Cc1ccccc1
48: Cc1nnc(NC(=O)CN2CCN(Cc3c(Cl)cccc3Cl)CC2)s1
screen / no.	41	42	43	44	45	46	47	48
IEC-6 tox	0	2	-4	-6	-3	1	-1	0
HSF-1 act	25	18	-6	10	14	3	0	-4
KLF5 inhibitor	-47	5	-14	-22	-3	-17	-4	-22
AI-2 QS modul	2	13	-76*	0	11	-4	19	-5
HSF1 inh	5	4	-2	2	-14	4	-1	-7
HSP90 inh	0	1	1	-2	1	-4	-4	-5
GSK3B inh	-1	-1	1	-1	0	2	4	4
aSyn UTR inh	6	18	20	13	-36	-5	-15	18
HIF activator	-0.2	-0.7	-0.2	-0.2	0.5	0.2	367*	-1.2
GSK3 alpha inh	2	0	0	0	-1	-2	-1	1

49: Cc1ccc(S(=O)(=O)N2CCOCC2)cc1NC(=O)CSc1nnc2cc(C)c3ccccc3n12
50: Cc1ccn(CCC(=O)NC2CC(C)(C)Cc3c2cnn3-c2ccccc2C)n1 (stereo unspecified)
51: CCCn1nnc2ccccc2c1=O
52: OC1=C(O)c2nc3cc(C(F)(F)F)ccc3nc21
53: Cc1ccccc1NC(=O)Cc1nnc(SCc2ccc(Cl)c(Cl)c2)n1C
54: CN(C)/C=C/c1c(C#N)c(=O)ncn1Cc1ccccc1
screen / no.	49	50	51	52	53	54
IEC-6 tox	2	1	2	11	-2	-10
HSF-1 act	8	10	11	.	2	1
KLF5 inhibitor	23	-32	-4	-21	-24	7
AI-2 QS modul	17	17	18	0	14	17
HSF1 inh	1	12	-5	-12	-3	7
HSP90 inh	7	-4	4	-4	-2	0
GSK3B inh	2	.	-2	-3	-4	-1
aSyn UTR inh	21	11	-6	5	10	24
HIF activator	0.0	2.1	-0.1	-0.2	-0.4	-0.3
GSK3 alpha inh	-2	1	0	10	0	11
